Bioassay records: PubChem, several laboratories
Rac1 wt modul = modulators of human Rac1 wildtype GTP binding | GST-Rac1 beads, fluorescent GTP binding, flow cytometry; actives lie on both sides; 0 = cold GTP competed, 100 = untreated | actives 0.27% (n = 190,000) | P63000 | GTP binding activity (% of control), % at 10 µM;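 active = GTP binding activity at least 20 points away from the 100% control level, either lower or higher; inconclusive = compound flagged as likely green fluorescent, judged across all proteins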
Rac1 mut GTP = alters GTP binding to activated mutant human Rac1; P63000; GST-Rac1 activated beads, fluorescent GTP binding, flow cytometry; actives lie on both sides; 100% means binding = to untreated wells; percent activity (GTP binding), % at 10 µM; actives 0.11% (n = 190,000);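 active = GTP binding at least 20 percentage points away from the 100% baseline, in either direction, so actives lie on both sides; inconclusive = Compound likely fluorescent itself, or too few beads counted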
Mcl1-Bid inh = disrupts binding of human Mcl-1 to Bid peptide; Q07820; AID 1021; TR-FRET Mcl-1/Bid-Dy647 peptide binding, 1536-well; actives 0.97% (n = 220,000); inhibition, % at 21.7 µM;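 active = compounds that cut the binding signal by more than half at the single screening dose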;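 note: His-tagged Mcl-1 with europium anti-His antibody binding Bid BH3 peptide; 0% = Mcl-1 plus peptide wells and 100% = peptide-only wells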
Target sequence (Q07820 whole entry, looked up): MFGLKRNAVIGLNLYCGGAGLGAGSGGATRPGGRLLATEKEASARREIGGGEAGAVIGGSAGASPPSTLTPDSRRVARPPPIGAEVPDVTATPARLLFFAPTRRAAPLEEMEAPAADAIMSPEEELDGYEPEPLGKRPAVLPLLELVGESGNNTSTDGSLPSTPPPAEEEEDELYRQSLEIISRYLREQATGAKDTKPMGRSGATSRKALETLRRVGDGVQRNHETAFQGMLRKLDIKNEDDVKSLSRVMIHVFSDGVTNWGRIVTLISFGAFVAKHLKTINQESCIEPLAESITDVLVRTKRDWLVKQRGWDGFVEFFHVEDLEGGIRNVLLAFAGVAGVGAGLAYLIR
Mcl1-Noxa inh = disrupts binding of human Mcl-1 to Noxa peptide | Q07820 | TR-FRET Mcl-1/Noxa peptide binding, 2 h | inhibition, % at 21.7 µM | actives 1.5% (n = 220,000);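 active = compounds that cut the protein-peptide binding signal by more than 50% relative to plate controls in a single-dose test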;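 note: His-tagged Mcl-1 with rhodamine Noxa BH3 peptide and terbium anti-His antibody; 0% = Mcl-1 plus Noxa peptide wells and 100% = peptide-only wells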
Rab2A wt mod = changes GTP binding to wildtype dog Rab2A, up or down; GST-Rab2 wt beads, Bodipy-GTP binding, flow cytometry; actives 0.19% (n = 190,000); AID 760; GTP binding activity, % at 10 µM; P61105;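 active = GTP binding activity at least 20 points away from 100%, either lowered or raised; inconclusive = signal likely due to the compound's own green fluorescence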;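 note: 0% = beads with excess unlabeled GTP and 100% = no-compound control corrected for plate trend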
HRas wt GTP = modulators of GTP binding to human HRas wildtype. P01112. GTP binding activity, % at 10 µM. actives 0.14% (n = 190,000). GST-Ras wt beads, Bodipy-FL-GTP binding, flow cytometry; actives lie on both sides;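 active = GTP binding activity at least 20% away from the 100% baseline, either lowered as inhibitor or raised as activator; inconclusive = flagged as likely green fluorescent, judged across all proteins in the well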;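 note: 0% = unlabeled GTP competition control and 100% = no-compound control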
Target sequence (P01112 whole entry, looked up): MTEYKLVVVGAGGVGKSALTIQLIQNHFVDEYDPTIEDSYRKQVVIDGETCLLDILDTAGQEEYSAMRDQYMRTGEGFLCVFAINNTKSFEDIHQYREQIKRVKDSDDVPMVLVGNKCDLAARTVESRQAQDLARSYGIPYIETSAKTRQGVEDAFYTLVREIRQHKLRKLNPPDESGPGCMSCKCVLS
Cdc42 wt GTP = modulators (inhibitors or activators) of GTP binding to human Cdc42 wildtype; GST-Cdc42 beads, Bodipy-GTP binding, flow cytometry; actives lie on both sides; percent activity (GTP binding), % at 10 µM; actives 0.2% (n = 190,000);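 active = percent activity GTP binding at least 20 points away from the 100% baseline, either down as inhibitor or up as activator; inconclusive = compound flagged as likely green fluorescent from well-wide comparison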;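 note: median bead fluorescence of bound Bodipy-FL-GTP at 100 nM; 0% = excess unlabeled GTP control and 100% = no compound control; below 100% means less GTP binding so inhibitor and above means activator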
Target sequence (P60953 whole entry, looked up): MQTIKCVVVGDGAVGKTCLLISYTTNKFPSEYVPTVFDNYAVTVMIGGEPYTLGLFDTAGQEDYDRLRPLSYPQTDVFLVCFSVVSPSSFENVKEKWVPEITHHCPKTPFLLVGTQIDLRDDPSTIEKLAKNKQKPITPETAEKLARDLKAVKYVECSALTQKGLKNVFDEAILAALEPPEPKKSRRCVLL
Rab7 wt modul = modulators of GTP binding to dog Rab7 wildtype GTPase | GST-Rab7 beads, fluorescent GTP binding, flow cytometry; actives lie on both sides; untreated = 100%, excess cold GTP = 0% | GTP binding activity (percent of control), % at 10 µM | actives 0.055% (n = 190,000) | AID 758;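 active = fluorescent GTP binding to Rab7 beads changed by at least 20 points from the 100% baseline, either direction, mostly lower; inconclusive = compound itself probably fluorescent, or too few beads counted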;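 note: median green fluorescence of bound Bodipy-FL-GTP per Rab7 bead population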
Avidin bead fluor = compound fluoresces at 488/530 nm on avidin beads. compound fluorescence 488/530 nm, flow cytometry; active compounds read high. fluorescence (KMESF) at 10 µM. actives 0.38% (n = 220,000). AID 1775; in the data active = fluorescence above about 47; note: inactives centre near 10
Pf gamet viab = P. falciparum stage V gametocyte viability inhibition | AID 743093 | actives 0.065% (n = 150,000) | P. falciparum stage V gametocytes, ATP luminescence, 24 h | inhibition, % at 10.9 µM;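 active = inhibition above the mean plus 3 SD of compounds within the control limits, set per campaign, cut at about 38% in these data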;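 note: 0% = DMSO wells and 100% = medium only without gametocytes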
GSH bead fluor = GSH bead compound fluorescence profile; GSH beads flow cytometry, compound fluorescence 488/530 nm; active compounds read high; fluorescence (KMESF) at 10 µM; actives 0.25% (n = 190,000); in the data active = fluorescence above about 89;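 note: glutathione beads carrying GST-tagged Bcl family fusion proteins plus one bare bead set; values are compound well signal with DMSO vehicle wells as background; inactives centre near 16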
The depositor's hits bear a star; u = inconclusive; x = not tested or not shown; & = joins results of further samples.

SMILES	Rac1 wt modul	Rac1 mut GTP	Mcl1-Bid inh	Mcl1-Noxa inh	Rab2A wt mod	HRas wt GTP	Cdc42 wt GTP	Rab7 wt modul	Avidin bead fluor	Pf gamet viab	GSH bead fluor
CC(=O)C(C(C)=O)c1c(Cl)c(O)c(O)c2c(C(=O)c3ccccc3)coc12	109	103	1	56*	102	103	103	102	7	x	7
CCCOC(=O)c1ccc(Oc2c(-c3ccc(O)cc3O)n[nH]c2C)cc1	106	101	11	11	100	101	104	103	24	x	14
O=C(NC1CCCCC1)NC1(C(=O)N2CCN3CCCC3C2)CCCCC1 (centres undefined)	108	101	-43	2	102	101	107	101	33	x	23
Oc1ccc(N2CCN(C(c3ccccn3)c3nnnn3C3CCCC3)CC2)cc1 (centres undefined)	105	97	-64	50	97	100	103	97	25	x	17
O=C1NN(c2ccccc2)C(=O)/C1=C\c1ccccc1OCC(=O)N1CCOCC1	100	100	-20	9	101	100	103	95	14	x	22
O=C(Cc1ccccc1)NC(Nc1cccc2ccccc12)C(Cl)(Cl)Cl (centres undefined)	102	99	-16	12	103	101	103	95	8	-26	22
Cc1cccn2c(=O)c3cc(C(=O)NCCCN4CCCC4=O)n(C)c3nc12	105	101	-32	16	105	106	105	105	16	x	21
Cc1ccc(C(=O)NC2CCS(=O)(=O)C2)cc1S(=O)(=O)N1CCOCC1 (centres undefined)	108	101	-8	-4	108	106	106	106	7	x	60
Cn1cc([N+](=O)[O-])c(C(=O)Nc2ccn(Cc3c(F)c(F)cc(F)c3F)n2)n1	102	98	-8	19	102	103	100	104	4	6	26
COc1ccc(OC)c(C2C3CN(C(C)C)CC=C3C(C#N)=C(N)C2(C#N)C#N)c1 (centres undefined)	105	101	-34	3	101	102	104	105	36	x	16
CN1CCN(C(=O)CCc2nc3ccccc3n2-c2ccccc2)CC1	105	98	1	-3	98	100	100	103	13	3	12
CCOC(=O)Cc1nnc(NC(=O)CSc2nnc3c4ccccc4n(C)c3n2)s1	92	93	-20	25	92	91	93	91	8	x	53
CCn1c(CSc2nc(C)cc(C)n2)nnc1SCC(N)=O	95	95	-24	-14	96	95	95	100	5	14	12
CC(=O)CC(=O)NC(=NC1CCCCC1)Nc1nc(C)cc(C)n1	100	98	-34	0	102	102	103	99	12	x	49
O=C(CNC(=O)c1cccc(F)c1)OCC(=O)N1CCCc2ccccc21	102	99	1	6	96	98	99	100	4	x	11
Cc1ccc(CN2CCN(/N=C/c3cccnc3)CC2)cc1	96	98	-30	-11	94	94	98	99	6	18	12
O=C(NCc1ccco1)C(c1ccc(F)cc1)N(C(=O)Cc1cccs1)c1cccnc1 (centres undefined)	99	96	-15	9	98	98	97	104	10	8	16
Cc1ccc(C)c2[nH]c(=O)c(CN(Cc3cccs3)C(=S)NCc3ccco3)cc12	100	100	-28	-15	101	100	95	98	10	-40	15
Cc1ccc(/C=N/NC(=O)C2(O)c3ccccc3-c3ccccc32)o1	101	99	-28	22	97	99	99	99	2	5	19
O=C(COc1ccccc1)Nc1nccs1	102	99	-1	16	99	101	98	99	x	-18	18
O=C(Cn1c(=O)oc2cc(S(=O)(=O)N3CCCC3)ccc21)N1CCN(c2ccccc2)CC1	98	96	-14	5	96	96	97	96	7	x	18
CCOC(=O)C1(Cc2ccc(Cl)cc2)CCN(Cc2cnc(N)nc2)CC1	99	97	3	16	96	97	101	97	3	-8	11
O=C(O)C1CC=CCC1C(=O)Nc1ccccc1C(=O)N1CCN(c2ccccc2)CC1 (centres undefined)	99	99	-73	0	103	102	101	97	13	8	21
N#Cc1nnn(-c2ccc(Cl)cc2)c1N	96	93	-53&-20	-18&-4	98	99	96	103	7&12	x	24
Cc1noc(C)c1COc1ccc(C(=O)OCC(=O)N2CC3(C)CC2CC(C)(C)C3)cc1 (centres undefined)	107	101	17	4	107	107	109	101	8	x	12
Cc1cccc(N=c2c([N+](=O)[O-])nn(-c3ccc(Cl)cc3)n2O)c1	u	u	-33	4	u	u	u	u	10	-12	20
CCOc1c(Cl)cc(C(=O)Nc2ccccc2C(=O)O)cc1Cl	96	96	-17	4	101	99	99	100	10	x	23
O=C(CSc1nnc(CNc2cccc(C(F)(F)F)c2)n1Cc1ccco1)NCc1ccco1	104	97	-13	4	98	102	104	97	19	x	19
Nc1nnc(SCC(=O)Nc2ccc(Cl)c(C(=O)O)c2)s1	95	93	1	2	94	92	94	95	14	-18	10
COc1ccc(NC(=O)COC(=O)CNS(=O)(=O)c2ccc(F)c(F)c2F)cc1OC	104	100	-28	20	99	100	103	103	9	2	16
O=S(=O)(c1ccc(N2CCN(CCO)CC2)nc1)N1CCCCC1	103	99	-9	-17	100	101	101	96	16	-16	19
CN(C)c1nc(NCc2ccccc2)nc(Oc2ccc(=O)[nH]n2)n1	101	100	-4	7	98	100	98	97	14	-26	14
CCc1ccc(N(CC(=O)Nc2ccc(NC(C)=O)cc2)S(=O)(=O)c2ccccc2)cc1	106	103	-53	5	101	101	101	101	6	-2	10
O=C(CO/N=C/c1ccc(OC(F)F)cc1)NCc1ccco1	98	94	-13	2	102	96	99	103	12	x	13
Cc1[nH]c2ccc(-c3nnc(SCC(=O)NCc4ccco4)n3Cc3ccccc3)cc2c1C	87	87	-15	15	87	89	89	91	4	x	54
CCOC(=O)CN(C(=O)Cn1nnc(-c2ccc(C)cc2)n1)C(CC)C(=O)NC1CCCC1 (centres undefined)	102	98	-14	-13	101	101	103	103	8	x	11
CCCCC(CCC(=O)O)(C(=O)OCC)c1csc(N)n1 (centres undefined)	101	97	-7	7	100	101	100	104	44	x	18
O=C(NCC1CCCO1)c1cc(-c2ccncc2)nc2ccc(S(=O)(=O)N3CCOCC3)cc12 (centres undefined)	110	102	-3	12	102	104	105	105	8	x	10
Cc1ccc(Cn2ccc(NC(=O)c3nn(C)cc3Cl)n2)cc1	96	96	-12	-4	96	94	95	99	15	20	16
CCOc1ccccc1C1C(C(N)=O)=C(C)Nc2nc(CCCO)nn21 (centres undefined)	97	96	-22	10	96	96	97	94	6	x	25
Cn1cccc1Cc1nnc(SCC(=O)NCc2ccccc2)n1-c1ccc(F)cc1	105	103	-43	9	101	100	99	96	3	x	16
Cc1cc(C)c(C)c(S(=O)(=O)N2CCN(C(=S)NCC3CCCO3)CC2)c1C (centres undefined)	87	90	5	24	93	92	94	101	8	-9	14
Cc1nc(-c2ccc3c(c2)OCCO3)cs1	96	97	2	-1	99	100	99	99	12	22	22
O=C(c1ccco1)N1CCN(c2cccc(Cl)c2)CC1	108	101	-20	1	103	102	103	101	13	5	8
COc1ccc(NC(=O)c2cc(CC(C)C)on2)cc1OC	106	101	-14	12	101	101	104	101	6	x	18
CCOC(=O)C1=C(O)/C(=C\c2ccc(CNC(=O)C(=O)Nc3ccccc3)o2)N=C1C	104	101	40	96*	101	101	105	100	6	x	7
Cc1cccn2c(=O)c3cc(S(=O)(=O)c4ccccc4)c(=N)n(Cc4ccco4)c3nc12	98	95	5	14	98	98	96	106	11	4	15
COc1cc(C(NC(C)=O)NC(C)=O)ccc1OCc1ccccc1	100	98	-17	10	100	99	98	103	19	-8	9
Cc1c(C#N)c2ccccc2n1CC(=O)N1CCCC1	115	102	-14	-8	108	105	108	103	9	x	14
COCCNC(=S)N1CCc2cc(OC)c(OC)cc2C1COc1ccc(C(C)C)cc1 (centres undefined)	97	96	-21	2	93	95	96	95	10	6	12
O=C(CCC(=O)OCC(=O)c1ccccc1)Nc1cccc(Cl)c1	104	99	5	1	99	97	102	98	12	2	30
CCOC(=O)C1C(=O)NC(c2ccccc2)=NC1c1ccc(O)c(OC)c1 (centres undefined)	109	99	-31	21	98	99	97	101	6	-10	17
COc1ccc(C(=O)OCC(=O)NCCCc2ccccc2)cc1[N+](=O)[O-]	92	90	-23	0	89	92	90	90	9	9	18
COc1cc(NC(=O)c2cc(-c3cccnc3)nc3ccc(Br)cc23)cc(OC)c1	102	98	-22	16	103	101	101	106	9	-5	18
Cn1c(NNC(=O)CCC2CCCCC2)cc(=O)n(C)c1=O	103	97	-12	12	100	99	99	100	2	x	17
O=C(OCC1OC(n2ccc(=O)[nH]c2=O)C(O)C1OC(=O)c1ccccc1)c1ccccc1 (centres undefined)	102	99	9	5	103	102	103	101	13	x	8
O=C(C[n+]1cccc2ccccc21)c1ccc(NC(=O)c2ccccc2)cc1	u	u	9	-3	u	u	u	u	15	-17	24
Cc1cc(C)cc(OCC(=O)Nc2ccccc2C(=O)NCc2ccco2)c1	103	96	-24	17	100	101	101	99	15	-6	38
Cc1ccnc2nc(C(=O)NCCc3ccc(F)cc3)nn12	106	101	-32	-4	101	101	103	100	13	-7	26
CCOCCCNS(=O)(=O)c1ccc(NC(=O)c2ccc([N+](=O)[O-])cc2Cl)cc1	98	101	-6	23	97	98	99	95	15	12	10
The listing continues.
SMILES	Rac1 wt modul	Rac1 mut GTP	Mcl1-Bid inh	Mcl1-Noxa inh	Rab2A wt mod	HRas wt GTP	Cdc42 wt GTP	Rab7 wt modul	Avidin bead fluor	Pf gamet viab	GSH bead fluor
O=C(NCCN1C(=O)S/C(=C\c2cccnc2)C1=O)C1=NN(c2ccccc2)C(=O)CC1	91	94	-54	13	97	96	101	100	8	-41	15
Cc1nc2nc[nH]n2c(=O)c1CCOC(=O)c1c(F)cccc1F	98	92	-14	7	96	95	93	103	10	-27	26
O=C(O)CCCn1cc(NC(=O)c2cccc(F)c2)cn1	105	102	-7	7	101	103	105	98	10	-15	15
Cc1sc(N2C(=O)C3C4C=CC(C4)C3C2=O)c(C#N)c1C (centres undefined)	109	101	-28	7	102	104	104	102	2	-26	5
O=C(COC(=O)Cc1ccsc1)Nc1ccc(S(=O)(=O)N2CCOCC2)cc1	102	99	-5	16	97	98	99	101	9	-15	17
N#Cc1cn(CCOc2ccc(F)cc2)c2ccccc12	109	101	2	-7	101	103	102	99	5	x	12
CCOc1ccc(NC(=O)CNC(=O)c2ccc(OC)cc2)cc1	101	95	-31	2	99	99	102	97	11	22	10
CC1(O)N(CCC(=O)Nc2cccc(F)c2)C(=O)OC12CCCCC2 (centres undefined)	97	92	-1	2	94	96	96	92	8	-33	10
CCOc1ccccc1N1CCN(C2=C(NS(=O)(=O)c3cccs3)C(=O)c3ccccc3C2=O)CC1	104	96	-77	-4	101	102	101	99	15	x	11
O=C(O)CCCN=CC1=C(O)C(C(=O)c2ccccc2)CCC1=O (centres undefined)	104	101	2	-13	100	102	100	103	7	x	20
CC(OCC(O)CN(C)CCOc1ccccc1)c1ccc(Cl)cc1 (centres undefined)	97	96	30	41	98	95	99	93	10	7	28
